Growth percent in the NCI-60 one-dose screen (48 h, 10 µM unless noted): 100 = growth as untreated, 0 = no growth, -100 = all killed.
TK-10: TK-10 renal cancer cells. 3.9% of 81,000 active
786-0: 786-0 renal cancer cells. 5.1% of 81,000 active. AID 1794775
UO-31: UO-31 renal cancer; 5.2% of 81,000 active; AID 1794768
ACHN: ACHN renal cancer. 4.9% of 81,000 active. AID 1794771
A498: A498 renal cancer cells; 5.4% of 76,000 active; AID 1794774
RXF 393: RXF 393 renal cancer cells | AID 1794773 | 6.9% of 77,000 active
SN12C: SN12C renal cancer cells; 3.8% of 81,000 active; AID 1794767
PC-3: PC-3 prostate cancer cells | 3.9% of 80,000 active
CAKI-1: CAKI-1 renal cancer. 4.7% of 75,000 active. AID 1794772
The depositor's hits bear a star; nt = no result given; & = joins results of further samples; [ ] = another dose, or the depositor's remark. How the source made its calls: active means growth percent below 10; inactive means the rest. Rows were taken by chance; overall some 11% were active at least once.

compound	TK-10	786-0	UO-31	ACHN	A498	RXF 393	SN12C	PC-3	CAKI-1
COc1cc(OC)c(NC(=O)NNC(=O)C(=O)NC2CC2)cc1Cl	140	106	86	101	103	132	99	98	102
COc1ccc(-c2cc(-c3cccs3)n3nc(Nc4ccccc4)c(-c4nc5ccccc5s4)c3n2)cc1	140	107	69	91	88	108	99	101	80
CNC(=O)c1ccc(S(=O)(=O)Nc2ccc(NC(=O)CCCC(=O)NOCc3ccccc3)cc2)cc1	111	101	87	102	101	112	101	102	97
CSc1nc(O)c(Nc2ccccc2)c(=O)[nH]1	109	99	80	98	100	114	nt	104	112
CN1C(=O)N(C)C2(c3ccccc3)OC(=S)NC12c1ccccc1 (configuration not stated)	102	96	89	96	105	114	107	92	85
CCOC(=O)c1c2c(c(C)n1Cc1ccccc1)-c1[nH]ncc1CC2	111	89	78	91	99	44	92	76	62
Oc1c(CNCCNCc2cc(Cl)cc(Cc3ccccc3)c2O)cc(Cl)cc1Cc1ccccc1	37	-4.0*	-20*	10	36	18	19	41	6.4*
COc1ccc(-c2c(-c3ccccc3)noc2N)cc1OC	111	96	92	133	123	nt	105	99	110
CCn1c(Sc2nnc(/N=C3\NC(=O)/C(=C/c4ccc([N+](=O)[O-])cc4)S3)s2)nc2c1c(=O)n(C)c(=O)n2C	98	97	87	99	90	105	98	100	102
O=CNC1c2ccccc2CCc2ccccc21	117&106	108&108	93&87	112&103	103&117	103&115	106&105	83&92	96&93
O=C1CSc2ccccc2N1	105	117	69	110	97	120	100	93	nt
COC(=O)[C@]12CCC(C)(C)C[C@H]1[C@H]1C(=O)C[C@@H]3[C@@]4(C)C[C@@]5(C(=O)Nc6ccccc65)C(C)(C)[C@@H]4CC[C@@]3(C)[C@]1(C)CC2	102[8.25 µM]	75[8.25 µM]	50[8.25 µM]	60[8.25 µM]	67[8.25 µM]	67[8.25 µM]	67[8.25 µM]	41[8.25 µM]	29[8.25 µM]
CC(=O)c1cccc(Nc2ncnc3c2cnn3-c2ccccc2)c1	108	91	79	89	67	108	93	67	92
COc1ccc(Nc2ncc3c(=O)[nH]ccc3n2)cc1	91	99	97	106	107	112	102	102	98
Cc1ccc2ccccc2c1C[n+]1ccccc1	88	102	84	106	79	105	98	83	93
Nc1nnc(CSCc2ccc(F)cc2)s1	99	96	81	102	87	164	99	103	90
CC1(C)Oc2cc3oc(=O)ccc3cc2C[C@@H]1OCCOS(=O)(=O)c1ccc(F)cc1	104	99	82	97	77	nt	93	91	86
O=C(/C=C/c1ccc(O)cc1)c1cc2ccccc2oc1=O	120	103	67	95	103	nt	102	95	81
O=C(NCCN1CCOCC1)c1ccc2c(c1)nc(Nc1cccc(Cl)c1)c1ccncc12	93	100	90	98	80	110	94	98	86
Cc1ccc(S(=O)(=O)NC(CCC(=O)O)C(=O)O)cc1 (configuration not stated)	100	98	86	104	107	106	102	95	95
CCOC(=O)CCOCCC(=O)OCC	102	97	91	97	102	105	102	102	100
COc1cc(C(=O)/C=C/c2c(-c3ccc(Cl)cc3)nc3sc(-c4ccccc4)c(-c4ccccc4)n23)cc(OC)c1OC	102	96	75	84	86	91	83	38	84
COc1ccc(-c2nn(-c3ccc(NC(=O)Nc4cccc(Cl)c4Cl)cc3)cc2-c2ccncc2)cc1Cl	nt	64	49	75	67	43	82	51	55
COCCCN1CCN(c2ncc([N+](=O)[O-])c(N3CCN(CCCOC)CC3)n2)CC1	102	103	89	102	105	107	99	nt	94
COc1ccc(NC(=O)Nc2ccc(-c3ccc(NC(=O)Nc4ccc(OC)cc4)c(C)c3)cc2C)cc1	114	97	87	91	108	97	97	93	94
O=C(CNc1nc(-c2ccccc2)cs1)Nc1ccc(Br)cc1	-95*	-73*	-98*	-100*	-90*	nt	-90*	-28*	-92*
CCOC(=O)C1[C@@H]2C(=O)N(c3ccc(C)cc3)C(=O)[C@@H]2[C@H](c2cn(-c3ccccc3)nc2-c2ccccc2)N1Cc1ccccc1 (some centres not stated)	97	96	94	84	75	74	89	79	85
O=C(CN1CCN(Cc2ccccc2)CC1)N1c2cccc3cccc(c23)N(C(=O)CN2CCN(Cc3ccccc3)CC2)C1c1cn(-c2ccccc2)nc1-c1cccc([N+](=O)[O-])c1	109	94	64	84	91	91	91	79	64
Cc1ccc(NCC(O)C(O)C(O)CO)cc1C (configuration not stated)	82	100	85	nt	111	113	102	88	nt
CCN1CCN(CC(=O)Nc2nc3ccc(NCc4ccc([N+](=O)[O-])cc4)cc3s2)CC1	104	100	77	96	94	92	92	79	94

An excerpt from above in order of length of the SMILES, low to high.
compound	TK-10	786-0	UO-31	ACHN	A498	RXF 393	SN12C	PC-3	CAKI-1
CCOC(=O)CCOCCC(=O)OCC	102	97	91	97	102	105	102	102	100
COc1ccc(-c2nn(-c3ccc(NC(=O)Nc4cccc(Cl)c4Cl)cc3)cc2-c2ccncc2)cc1Cl	nt	64	49	75	67	43	82	51	55
O=C(CN1CCN(Cc2ccccc2)CC1)N1c2cccc3cccc(c23)N(C(=O)CN2CCN(Cc3ccccc3)CC2)C1c1cn(-c2ccccc2)nc1-c1cccc([N+](=O)[O-])c1	109	94	64	84	91	91	91	79	64

(list continues)
compound	TK-10	786-0	UO-31	ACHN	A498	RXF 393	SN12C	PC-3	CAKI-1
C#CCn1c2c(c3ccccc31)C[C@]1(C)[C@H]3CC=C4[C@@H]5CC(C)(C)CC[C@]5(C(=O)OC)CC[C@@]4(C)[C@]3(C)CC[C@H]1C2(C)C	99	103	86	100	109	119	97	96	90
Nc1nnc(Sc2nc3ccc(Cl)cc3c(=O)n2Cc2ccccc2)s1	nt	104	73	99	74	106	96	87	94
C=C(C)[C@@H]1CC[C@]2(C)[C@H](CC(=O)N[C@H]3[C@@H]4C[C@](C)(C(=O)OC)CC[C@]4(C)CC[C@]32C)[C@@]1(C)CCC#N	104	107	76	88	101	83	79	43	79
COc1ccc(C(=O)NNc2nc(Cl)nc(Cl)n2)cc1	99	104	86	100	92	115	100	106	93
Cc1ccc(-c2nc(N3CCCN(C(=O)Nc4ccccc4)CC3)c3ccccc3n2)cc1	74	80	72	99	45	74	92	85	75
COc1ccc2[nH]cc(-c3csc4nc(-c5ccccc5)cn34)c2c1	76	52	33	39	-20*	-16*	40	19	26
C=CCN1CCN(c2ccncc2S(=O)(=O)N2CCN(C)CC2)CC1	95	100	89	102	97	104	102	nt	106
CC(=O)CCCCCCCCCCC1CCC(O)C1O (configuration not stated)	110	109	101	100	96	108	111	110	nt
O=C1Nc2cc(Cl)ccc2Oc2cc(Cl)ccc21	99	89	75	75	97	nt	96	92	89
COc1cc2cc(Oc3ccc(NC(=O)Nc4cccc(C(F)(F)F)c4)cc3)c(C)nc2cc1OC	nt	15	11	11	22	-13*	17	0.1*	9.1*
O=S(=O)(c1ccc(F)cc1)c1ccc(F)cc1	97	nt	90	100	101	105	91	107	113
CCOC(=O)c1cc(C(=O)c2cc(OC)c(OC)c(OC)c2)n2nc(-c3ccc(C)cc3)ccc12	113	94	94	85	104	93	99	86	nt
Cn1cc(-c2ccc3nc(-c4ccc(CC(=O)Nc5cc(C(C)(C)C)no5)cc4)cnc3c2)cn1	64[30 µM]	36[30 µM]	7.7*[30 µM]	5.2*[30 µM]	-5.0*[30 µM]	nt	3.4*[30 µM]	40[30 µM]	6.3*[30 µM]
CCN1C(=O)N(CC)C2Nn3c(s/c(=C\c4ccc(OC)cc4)c3=O)=NC21 (configuration not stated)	11	35	49	43	-2.5*	56	63	44	32
COc1cc(CCC(=O)O)on1	126	103	85	113	119	105	102	101	106

Gathered by group: those above containing an NH in an aromatic ring
compound	TK-10	786-0	UO-31	ACHN	A498	RXF 393	SN12C	PC-3	CAKI-1
CSc1nc(O)c(Nc2ccccc2)c(=O)[nH]1	109	99	80	98	100	114	nt	104	112
CCOC(=O)c1c2c(c(C)n1Cc1ccccc1)-c1[nH]ncc1CC2	111	89	78	91	99	44	92	76	62
COc1ccc(Nc2ncc3c(=O)[nH]ccc3n2)cc1	91	99	97	106	107	112	102	102	98
COc1ccc2[nH]cc(-c3csc4nc(-c5ccccc5)cn34)c2c1	76	52	33	39	-20*	-16*	40	19	26

The results go on:
compound	TK-10	786-0	UO-31	ACHN	A498	RXF 393	SN12C	PC-3	CAKI-1
COC1(OC)C2(Cl)C(Cl)=C(Cl)C1(Cl)C1COCC12 (configuration not stated)	95	104	92	108	88	103	99	98	94
C(=NC1CCCCC1)c1ccccc1	109	96	91	97	106	103	113	99	84
NC(CCCCC(=O)O)C(=O)O (configuration not stated)	100	99	94	117	113	121	101	103	91
CC(=O)Oc1ccc(C23c4ccccc4C2(OC(C)=O)c2cc(OC(C)=O)ccc23)cc1 (configuration not stated)	64	69	11	29	114	93	82	31	85
Nc1n[nH]c2cccc(C#Cc3cccc(NC(=O)c4cc(F)cc(F)c4)c3)c12	105	97	56	39	65	66	60	45	56
C=C1CCC2C(C)(CO)C(O)CCC2(C)C1C/C=C1/C(=O)OCC1OCc1ccccc1 (configuration not stated)	121	103	81	103	104	95	87	85	109
C=C1CC[C@H]2[C@@](C)(CCC3OC(c4ccc(OCc5cn(C6OC(COC(C)=O)C(OC(C)=O)C(OC(C)=O)C6OC(C)=O)nn5)cc4)OC[C@]32C)[C@@H]1/C=C/C1=CCOC1=O (some centres not stated)	141	106	83	103	nt	109	98	95	99
CC(C)(C)c1nc(-c2ccc(O)c(O)c2)cs1	89	77	39	50	104	72	59	54	55
O=[N+]([O-])c1ccc(/C=N/Nc2ccc(S(=O)(=O)O)cc2)cc1	121	104	nt	101	nt	92	106	88	103
CSc1nc(Cl)c2cc(-c3ccc(Cl)cc3)[nH]c2n1	150	91	58	93	110	114	87	77	66
COC1OC2COC(c3ccccc3)OC2C(OC(C)=O)C1OC(C)=O (configuration not stated)	103	97	80	112	nt	108	100	97	106
O=C1[C@@H]2Cc3c([nH]c4ccccc34)[C@@H](c3ccc(Br)cc3)N2C(=O)CN1C1CCN(Cc2c(Cl)cccc2Cl)CC1	76	86	42	73	89	75	69	55	51
CC(C)C[C@H](NC(=O)[C@@H]1CSSC[C@@H]2NC(=O)[C@H](CC(C)C)NC(=O)[C@H](CCC(=O)O)NC(=O)[C@@H](NC(=O)[C@H](CC(=O)O)NC(=O)[C@H](CC(=O)O)NC(=O)[C@@H](N)CC(N)=O)CSSC[C@H](NC(=O)[C@H](C)NC(=O)[C@H](C(C)C)NC(=O)[C@H](CC(N)=O)NC(=O)[C@H](C(C)C)NC2=O)C(=O)N[C@@H]([C@@H](C)O)C(=O)NCC(=O)N1)C(=O)O	96	101	106	nt	133	121	107	73	nt
COc1ccc(Oc2nc(Nc3ccc(N4CCOCC4)cc3)ncc2NC(=O)c2cccc(OC)c2)cc1	96	68	56	79	93	72	91	84	73
N#CC(C#N)C(C#N)c1ccccc1 (configuration not stated)	120	105	89	115	104	102	91	95	103
CC(=O)[C@H]1CC[C@H]2[C@@H]3CC[C@@]45O[C@@H]4C(=O)CC[C@]5(C)[C@H]3CC[C@]12C	124	108	93	103	111	109	85	77	102
COc1cc2cc3c(=O)n4c(cc5cc(OC)ncc54)c(=O)n3c2cn1	107	99	89	110	104	106	99	97	98
O=C(Nc1ccc(-c2ccc(NC(=O)c3ccc(-n4c(=O)[nH]c5ccccc5c4=O)cc3)cc2)cc1)c1ccc(-n2c(=O)[nH]c3ccccc3c2=O)cc1	110	97	85	103	115	109	109	95	96
CCN(CC)c1ccc2cc(C(Nc3ccc(Br)cc3)c3nnnn3C(C)(C)C)c(=O)oc2c1 (configuration not stated)	86	96	73	91	81	92	89	68	76

Screening results from PubChem BioAssay.
